# ERG Ets-DNA blk: ERG Ets/DNA interaction inhibition | fluorescence polarization, His-ERG Ets domain / labelled DNA | Potency, µM (series often up to 76.9 µM), for inactives: top-dose FP activity, negative = inhibition, hits mostly inhibitors | actives 0.028% (n = 370,000); active means well fitted inhibition curve with a large enough effect in the polarisation, with a control signal flat; inconclusive means small, poorly fitted or top-dose-only effect, or effect the other way, or a change in a side signal; inactive means no such curve, though single readings can be large or run the other way; the % refers to the polarisation;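 further: polarization taken with two DNA probes labelled with fluorescein and Texas red; potency means the concentration at half of the fitted maximal effect; % of control where 0% means no effect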
#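 His-tagged ERG Ets domain (1 uM in the protein solution; 300mM KCl, 50mM Tris-HCl, 1mM EDTA, 1mM DTT, pH 7.5) received compound, then a probe mix of 5 nM fluorescein-DNA and 100nM Texas-615-DNA. Fluorescence polarization was read for both dyes.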
# LDHA inh: blocks human lactate dehydrogenase A; purified LDHA, NADH/diaphorase-resazurin fluorescence; hits give low values; activity change, % (values are at about 110 or 230 µM); actives 0.15% (n = 480,000); AID 1347041; in the data active means activity change below about -30%; inconclusive means mostly about -25% to -30%;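 further: plate controls were DMSO wells for no effect and wells without enzyme for full effect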
#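 LDH5 2 nM; NADH 0.06 mM, pyruvate 0.2 mM; 200 mM Tris pH 7.4, EDTA, Tween-20; 5 min RT. Detection: diaphorase 0.133 mg/mL + resazurin 37 µM, fluorescence ex540/em590 at 0 and 20 min; normalized to enzyme-free and DMSO wells.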
# D2 antagonist: antagonizes the human D2 dopamine receptor; HEK293 TREx D2 cells, calcium flux, dopamine EC80; actives 2% (n = 340,000); inhibition, % at 10 µM; AID 485344; P14416; in the data active means inhibition above about 30%; further: 0% is about no effect
# Target sequence (P14416 whole entry, looked up): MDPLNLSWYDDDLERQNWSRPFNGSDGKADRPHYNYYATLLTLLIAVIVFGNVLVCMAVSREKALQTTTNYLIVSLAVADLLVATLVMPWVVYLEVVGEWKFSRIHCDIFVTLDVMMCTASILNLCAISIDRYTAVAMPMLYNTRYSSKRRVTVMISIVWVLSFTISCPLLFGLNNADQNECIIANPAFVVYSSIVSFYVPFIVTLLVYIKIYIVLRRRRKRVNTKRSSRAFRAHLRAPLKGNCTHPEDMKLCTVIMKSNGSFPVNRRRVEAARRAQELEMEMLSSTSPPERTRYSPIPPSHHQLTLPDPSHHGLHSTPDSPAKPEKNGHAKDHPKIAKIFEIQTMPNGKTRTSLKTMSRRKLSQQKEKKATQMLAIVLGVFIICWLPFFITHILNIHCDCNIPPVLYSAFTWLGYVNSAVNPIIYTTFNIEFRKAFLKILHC
#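 In this primary screen, negative modulation is detected by tracking calcium flux after an EC80 dopamine challenge in inducible HEK293 T-REx D2 cells preexposed to test compound for 180 s.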
# Vif-A3F inh: inhibitors of Vif-A3F interaction; HeLa A3F-eYFP + Vif (tagged APOBEC3F with the HIV-1 protein that degrades it), YFP fluorescence increase; Potency, µM (top dose mostly 46.1 µM), for the others: at the highest dose activity, negative = active; actives 0.2% (n = 390,000); AID 602313; further: potency means the concentration at half of the fitted maximal effect; % of control where 0% means no effect; nearly all actives have a fitted effect of over 65% in size
#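 HeLa cells stably expressing Vif plus C-terminally eYFP-tagged A3F were seeded, incubated overnight at 37 deg C, dosed with compound, incubated overnight again at 37 deg C. Yellow fluorescence (Ex 488/Em 500-530) reported blocked Vif-mediated A3F-eYFP degradation.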
# D2 ag: activates the human D2 dopamine receptor; HEK293 T-REx D2 cells, calcium flux agonist mode; P14416; AID 485358; actives 0.53% (n = 340,000); activation, % at 2 µM;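 active means activation over 3 SD above normal in the single-dose calcium agonist read, cut at about 30% in these data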; further: 0% is about no effect
#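 Agonism is scored from calcium flux in a force-coupled, inducible HEK293 cell line expressing D2, read kinetically for 180 s after compound addition against dopamine controls.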
# ALOX12 inh: inhibitors of human 12S-lipoxygenase ALOX12; purified 12hLO, xylenol orange hydroperoxide absorbance; Potency, µM (series often up to 108 µM), for inactives: at the highest dose activity change, negative = inhibition, most hits filed as inhibitors; actives 1.1% (n = 580,000); further: potency means the concentration at half of the fitted maximal effect; on the % scale 0 is the no-effect control and ±100 the full control effect
# Target sequence (P18054 whole entry, looked up): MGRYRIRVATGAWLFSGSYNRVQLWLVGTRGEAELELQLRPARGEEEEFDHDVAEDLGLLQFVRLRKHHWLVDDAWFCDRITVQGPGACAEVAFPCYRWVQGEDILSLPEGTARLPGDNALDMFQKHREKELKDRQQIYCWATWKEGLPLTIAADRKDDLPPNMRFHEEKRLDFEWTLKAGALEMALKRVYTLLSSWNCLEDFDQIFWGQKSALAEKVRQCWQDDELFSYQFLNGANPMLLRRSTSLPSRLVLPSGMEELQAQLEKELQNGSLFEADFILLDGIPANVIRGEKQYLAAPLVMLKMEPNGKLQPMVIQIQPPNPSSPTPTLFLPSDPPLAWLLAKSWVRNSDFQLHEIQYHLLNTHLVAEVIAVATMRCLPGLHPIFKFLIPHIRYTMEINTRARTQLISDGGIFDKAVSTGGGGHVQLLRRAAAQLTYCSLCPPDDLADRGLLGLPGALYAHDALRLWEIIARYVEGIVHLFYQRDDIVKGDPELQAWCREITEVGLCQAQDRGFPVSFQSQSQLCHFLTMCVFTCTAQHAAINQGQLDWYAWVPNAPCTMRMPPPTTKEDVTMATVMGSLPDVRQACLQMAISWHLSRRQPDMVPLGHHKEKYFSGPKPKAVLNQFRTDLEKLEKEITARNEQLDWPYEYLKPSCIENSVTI
#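 Hydroperoxide product was detected by ferrous iron/xylenol orange as the 573 to 405 nm absorbance ratio. Arachidonic acid at 40 uM (final) was turned over for 30 min at room temperature by 150 nM human 12hLO, pH 7.0 Hepes buffer, after 15 min compound preincubation.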
# GRP78 ERSR act: inducers of ER stress response in human glioma cells | U87-MG GRP78 promoter luciferase reporter, 16 h | Potency, µM, inactives show top-dose activation, usual class: activators | actives 0.02% (n = 420,000); further: potency means the concentration at half of the fitted maximal effect; series mostly up to about 76 µM; % of control where 0% means no effect; nearly all actives have a fitted effect of over 35% in size
#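 ERSR induction read as luciferase luminescence (Bright-Glo, 10 min at room temperature) in stably transfected human U87-MG glioma cells exposed to compounds for 16 h, using GRP78 as sensor.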
# RGS4 inhibitor: human RGS4 inhibition | P49798 | Transcreener GDP fluorescence polarization, RGS4-accelerated GTP hydrolysis | Potency, µM (highest dose often 114 µM), without a hit: at the top dose activity change, negative = inhibition, hits mostly inhibitors | actives 0.039% (n = 390,000); further: potency means the concentration at half of the fitted maximal effect; on the % scale 0 is the no-effect control and ±100 the full control effect; nearly all actives have a fitted effect of over 75% in size; some results filed as inactive show a strong effect at the top dose
#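 MLSMR compounds (23 nl, pin-transferred) preincubated 10 min at room temperature with a 500nM (2x) first reagent, then RGS4 at 900nM (2x) plus Transcreener GDP mix added; fluorescence polarization (620/688 nm) read before and after 90 min at 30 °C.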
# Vif-A3G inh: blocks the Vif interaction with human APOBEC3G | Q9HC16 | HeLa A3G-eYFP + Vif (tagged APOBEC3G with the HIV-1 protein that degrades it), YFP fluorescence, overnight | Potency, µM (series often up to 46.1 µM), without a hit: at the highest dose activity, negative = active, usual class: inhibitors | actives 0.076% (n = 410,000) | AID 602310;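 further: potency means the concentration at half of the fitted maximal effect; on the % scale 0 is the no-effect control and ±100 the full control effect; nearly all actives have a fitted effect of over 60% in size; hits raise eYFP signal because A3G escapes Vif-driven loss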
#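 Read-out is eYFP fluorescence (Ex 488/Em 500-530) from Vif-expressing HeLa A3G-eYFP cells; more signal means A3G escaped Vif-mediated degradation. Cells plated overnight, compound pinned in, incubated overnight at 37 deg C.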
# An asterisk follows results filed as active; ? = inconclusive; · = no result given; & = joins results of further samples; [ ] = another dose, or the depositor's remark. Unless noted, the call rests on the fitted dose curve; in most records, active means well fitted curve in the direction sought with a large enough effect; inconclusive means small, poorly fitted or top-dose-only effect, or another doubt; inactive means no such curve, though single readings can be large; an effect the other way counts as inactive or inconclusive. An excerpt; count on the stated rates, not on these rows.
SMILES,ERG Ets-DNA blk,LDHA inh,D2 antagonist,Vif-A3F inh,D2 ag,ALOX12 inh,GRP78 ERSR act,RGS4 inhibitor,Vif-A3G inh
COc1ccc(NC(=O)C2CCN(S(=O)(=O)c3ccc4c(c3)NC(=O)CO4)CC2)cc1,-5.6%,-5.6,10.5,-14.0%,0.2,7.3%,-3.4%,8.7%,-0.6%
CCCCc1cc(=O)oc2c(C)c(OCC(=O)NCCN3CCOCC3)ccc12,-3.2%,-6.0&12.2,-2.6,-20.7%,-0.3,20.0%&-18.1%,2.1%,41.8%,1.9%
Cc1c(OC(C)C(=O)NCCN2CCOCC2)ccc2c3c(c(=O)oc12)CCCC3 (stereo not given),-5.0%,-1.2,·,-7.0%,·,0.6%,5.3%,5.0%[56.9 µM],2.3%
COc1ccc(-n2nnnc2CNC(=O)C2CC(=O)N(c3ccc(F)cc3)C2)cc1 (stereo not given),·,-1.4,·,0.3%,·,-1.4%,-1.1%,·,0.2%
O=C(CCC(=O)OCC(=O)c1ccc(Cl)cc1)Nc1ccc(Oc2ccccc2)cc1,2.7%,-16.3,·,2.2%,·,-2.7%,-2.3%,15.4%,5.1%
COC(=O)c1ccc(COc2ccc(-c3nnn(CC(=O)NC(C)(C)C)n3)cc2)cc1,4.1%,0.1,-3.3,2.0%,1.1,18.9%,-3.8%,-19.0%,-9.3%
O=C(CSc1c(Cl)cccc1Cl)N1CCC(c2nc3ccccc3s2)CC1,-2.4%,-1.4,·,2.0%,·,7.6%,-4.4%,-33.7%,0.3%
O=C(COC(=O)c1ccc(OC(F)F)cc1)NCCCN1CCCC1=O,-12.6%,-8.3,17.6,-11.0%,0.5,-2.9%,-2.8%,13.0%,-2.0%
O=C(CCC(=O)N1CCN(c2ccccn2)CC1)c1ccc(Cl)s1,·,1.4,-9.4,-24.0%,-0.3,?,0.7%,-13.4%,-3.7%
Cc1ccc2c(c1)[C@H]1[C@H](CO2)[C@H](c2ccccc2)[C@]2(C)C(=O)Nc3ccc(F)cc3C(=O)N12,-6.2%,1.0,·,-0.6%,·,-3.0%,-2.4%,3.0%,-27.2%
Cc1cc(C)cc(N(CCC(=O)Nc2nnc(C)s2)S(=O)(=O)c2ccc(Cl)cc2)c1,14.9%,-9.5,-16.8,8.7%,-0.6,-17.7%,-4.9%,-7.8%,?
CC(C)OC(=O)c1c(NC(=O)c2cccs2)sc2c1CCCC2,-11.8%,-0.2,1.7,3.2%,-1.1,-6.1%,-2.0%,-20.2%,2.3%
Cc1ccc(N(C(=O)c2csnn2)C(C(=O)NC2CCCCC2)c2cccnc2)cc1C (stereo not given),11.1%,-1.2,9.3,0.1%,1.5,-2.0%,-4.0%,-9.0%,-1.5%
COc1ccc(OC)c(-n2c(C)cc(/C=C3\C(=N)N4N=C(CC(=O)N5CCOCC5)SC4=NC3=O)c2C)c1,3.4%,-9.0,-8.3,-0.2%,0.5,-28.2%,1.2%,-7.5%[56.9 µM],-25.1%
CC(NC(=O)c1ccc(S(C)(=O)=O)cc1)c1cccc2ccccc12 (stereo not given),-0.8%,-15.9,22.9,-9.2%,0.3,-24.5%,-3.6%,3.5%,-2.5%
CCn1c(=O)c(C(=O)NCCCO)c(O)c2ccccc21,-1.7%,3.4,2.3,0.4%,0.2,-19.5%,0.0%,11.7%,-9.9%
CCOC(=O)N1CCN(c2cc(NCCO)c([N+](=O)[O-])c3nonc23)CC1,2.7%,-7.2,-11.1,-5.8%,1.5,-25.2%,-3.7%,6.0%,-1.0%
Cc1ccc(-n2c(N)c(C(=O)N3CCN(C)CC3)sc2=S)cc1,-7.0%,-3.5,-8.7,-1.7%,0.3,-17.3%,-1.2%,?,3.2%
COc1ccccc1-n1c(CNC(=O)c2ccccc2)nnc1SCC(=O)Nc1nnc(C)s1,-3.0%,-2.1,-12.8,3.7%,-0.2,29.9%,-2.5%,-10.7%,-0.1%
Cc1cc(=O)n2nc(N3CCCC(C(=O)NCc4ccc5c(c4)OCO5)C3)sc2n1 (stereo not given),-5.2%,-6.5,-11.1,7.7%,0.4,?,-0.3%,21.4%,-4.7%
O=S(=O)(c1ccccc1)C1Cc2ccccc2C1Cl (stereo not given),3.2%,4.8,·,-1.8%,·,?,-3.2%,6.5%,-1.4%
CCOC(=O)c1ccc(S(=O)(=O)NC2CCC(C)CC2)cc1 (stereo not given),12.5%,2.3,-6.4,0.7%,0.5,-2.2%,0.8%,6.2%,2.4%
COc1ccc(-c2nc(NC(=O)C3CC(=O)N(c4ccc5c(c4)OCCO5)C3)sc2C)cc1 (stereo not given),4.6%,-3.4&3.7,-5.1,22.6%,-0.4,-9.9%,-9.2%&-9.5%,-14.0%&-19.5%,?
COc1cccc(N2CCN(CC(=O)NC(=O)NCc3ccco3)CC2)c1,-3.6%,-1.1,9.9,1.1%,-0.5,236.0%[activator],-4.1%,-30.8%,2.3%
CNC(=O)c1c(NC(=O)c2ccc(S(=O)(=O)N3CCC(C)CC3)cc2)sc2c1CCC2,-3.5%,0.6,·,-1.7%,-10.2,-25.3%,-0.9%,-24.0%,-0.9%
O=C(Cc1n[nH]c(=O)c2ccccc12)OCC(=O)c1ccc(F)cc1,2.3%,-8.7,24.1,-20.8%,-0.8,17.2%,-1.9%,5.5%,-4.4%
COc1ccc(CCNC(=O)c2cccc(S(=O)(=O)N3CCCC3)c2)cc1,?,-5.1,-5.1,0.8%,0.8,5.8%,-4.4%,-23.2%,4.5%
O=C(C(c1ccccc1)c1ccccc1)N1CCOCC1,-2.3%,-4.3,8.7,-2.6%,0.5,31.5%[activator],3.9%,-29.7%,0.5%
Cc1ccc(NC(=O)c2ccc3c(c2)nnn3C)cc1,6.6%,0.7,24.3,0.3%,-0.2,-3.7%,2.6%,9.7%,-6.4%
O=C(NNC(=O)c1oc2ccccc2c1-n1cccc1)c1ccco1,4.4%,-4.9,·,14.5%,·,23.5%,-2.3%,19.3%,2.0%
CC(C)NS(=O)(=O)c1ccc(NC(=O)NC2CCCCC2)cc1,-2.6%,-5.4,12.7,-6.3%,2.8,-15.5%,1.9%,15.6%,0.4%
Cc1c(C(=O)N2CCN(c3ccccc3)CC2)oc2c1C(=O)CC(C)(C)C2,-0.3%,-2.7&16.7,8.4,1.0%,0.4,-6.2%&-63.3%,-2.0%,-20.9%,-2.4%
CCOC(=O)C1CCCN(S(=O)(=O)CCNC(=O)c2ccccc2)C1 (stereo not given),3.9%,-9.8,2.1,6.7%,-0.1,-18.7%,-4.4%,-26.1%,-2.2%
Cc1ccccc1C(=O)Nc1nc(-c2ccc(Br)cc2)ns1,1.2%,-4.2,·,-0.1%,-0.2,-21.6%,-3.1%,-0.6%,-2.2%
CCCCn1c(N)c(N(CCC(C)C)C(=O)C(C)N2C(=O)c3ccccc3C2=O)c(=O)[nH]c1=O (stereo not given),1.4%,-5.0,-12.8,-5.0%,2.5,?,-3.6%,14.2%,0.2%
CCc1nc2oc3ccccc3c(=O)c2c(=O)n1CCOC,-1.5%,0.6,10.5,0.1%,1.3,0.0%,-0.6%,30.4%,-1.2%
COc1ccc(-n2c(=S)[nH]c3cc(C(=O)NCc4cccnc4)ccc3c2=O)cc1,12.4%,-0.7,-8.3,-21.5%,0.1,-0.9%,0.5%,-3.3%,-1.1%
COC(=O)c1ccc(NC(=O)C2CCN(C(=O)c3cc(OC)c(OC)c(OC)c3)CC2)cc1,-4.1%,?,·,1.3%,·,74.3%[activator][57.4 µM],-2.1%,?,0.5%
O=C1CCN(CCc2ccccc2)CCN1CCSc1ccccc1,-12.1%,0.1,9.1,0.0%,1.8,8.3%,0.7%&1.7%,-7.0%,-1.2%&2.1%
NC(=O)c1ccc(C(=O)N/N=C/c2cccc(Oc3ccccc3)c2)cc1,3.3%,-8.8,3.8,0.8%,1.2,?,2.9%,7.9%,6.3%

# Structural class: the compounds so far containing a furan ring, fused or not
SMILES,ERG Ets-DNA blk,LDHA inh,D2 antagonist,Vif-A3F inh,D2 ag,ALOX12 inh,GRP78 ERSR act,RGS4 inhibitor,Vif-A3G inh
COc1cccc(N2CCN(CC(=O)NC(=O)NCc3ccco3)CC2)c1,-3.6%,-1.1,9.9,1.1%,-0.5,236.0%[activator],-4.1%,-30.8%,2.3%
O=C(NNC(=O)c1oc2ccccc2c1-n1cccc1)c1ccco1,4.4%,-4.9,·,14.5%,·,23.5%,-2.3%,19.3%,2.0%
Cc1c(C(=O)N2CCN(c3ccccc3)CC2)oc2c1C(=O)CC(C)(C)C2,-0.3%,-2.7&16.7,8.4,1.0%,0.4,-6.2%&-63.3%,-2.0%,-20.9%,-2.4%

# Reprinted at random: two compounds from above, in no set order.
SMILES,ERG Ets-DNA blk,LDHA inh,D2 antagonist,Vif-A3F inh,D2 ag,ALOX12 inh,GRP78 ERSR act,RGS4 inhibitor,Vif-A3G inh
Cc1c(C(=O)N2CCN(c3ccccc3)CC2)oc2c1C(=O)CC(C)(C)C2,-0.3%,-2.7&16.7,8.4,1.0%,0.4,-6.2%&-63.3%,-2.0%,-20.9%,-2.4%
COC(=O)c1ccc(NC(=O)C2CCN(C(=O)c3cc(OC)c(OC)c(OC)c3)CC2)cc1,-4.1%,?,·,1.3%,·,74.3%[activator][57.4 µM],-2.1%,?,0.5%

# Compound activity deposited in PubChem BioAssay by National Center for Advancing Translational Sciences (NCATS).
